# p97 inhibitor = blocks human p97 ATPase activity. P55072. recombinant p97 ATPase, Kinase-Glo ATP luminescence, 3 h. inhibition, % at 8 µM. 220,000 compounds, 0.42% hits; in the data active = inhibition above about 15%;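 also: 0% = DMSO vehicle and 100% = wells lacking enzyme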
# Target sequence (P55072 whole entry, looked up): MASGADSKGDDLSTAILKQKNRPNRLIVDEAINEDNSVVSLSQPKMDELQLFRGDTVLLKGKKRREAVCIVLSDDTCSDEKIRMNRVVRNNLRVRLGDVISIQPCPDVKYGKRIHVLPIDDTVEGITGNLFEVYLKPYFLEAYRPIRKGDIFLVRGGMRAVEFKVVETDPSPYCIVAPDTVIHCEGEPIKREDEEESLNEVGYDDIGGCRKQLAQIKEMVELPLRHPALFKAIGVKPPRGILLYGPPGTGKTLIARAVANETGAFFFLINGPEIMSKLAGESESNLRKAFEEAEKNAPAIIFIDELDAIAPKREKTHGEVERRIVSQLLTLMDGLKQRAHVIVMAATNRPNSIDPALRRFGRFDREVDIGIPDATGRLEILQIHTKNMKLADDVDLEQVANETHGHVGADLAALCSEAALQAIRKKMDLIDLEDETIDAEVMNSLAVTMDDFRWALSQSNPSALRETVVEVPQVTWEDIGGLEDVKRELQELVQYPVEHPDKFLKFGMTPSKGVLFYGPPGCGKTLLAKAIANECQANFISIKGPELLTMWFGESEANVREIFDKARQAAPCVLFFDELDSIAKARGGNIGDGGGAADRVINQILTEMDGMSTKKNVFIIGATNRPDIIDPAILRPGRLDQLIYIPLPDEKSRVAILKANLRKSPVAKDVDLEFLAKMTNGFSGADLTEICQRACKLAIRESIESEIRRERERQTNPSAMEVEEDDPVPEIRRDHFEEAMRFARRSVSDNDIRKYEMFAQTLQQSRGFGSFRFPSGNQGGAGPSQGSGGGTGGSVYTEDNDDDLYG
# TbHK1 inh = T. brucei hexokinase 1 inhibition; recombinant TbHK1, G6PDH-coupled NADH A340; inhibition, % at 10 µM; 220,000 compounds, 0.11% hits;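 active = inhibition of 50% or more in the single-dose primary screen; inactive = inhibition below 50%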
# Furin inhibitor = blocks human furin protease activity. 220,000 compounds, 0.061% hits. purified furin, fluorogenic substrate cleavage. inhibition, % at 30 µM. AID 463115; in the data active = inhibition above about 25%; also: inactives centre near -15
# Ba/F3 V617F tox = lowers viability of Ba/F3 cells expressing EpoR and JAK2V617F; ATP luminescence; inhibition, % at 5.6 µM; 220,000 compounds, 1.1% hits;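 active = inhibition above the campaign mean plus 3 SD over all tested compounds, cut at about 24% in these data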;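 also: cytokine-independent growth of Ba/F3 cells driven by EpoR plus mutant JAK2; 0% = DMSO-treated cells and 100% = JAK inhibitor I control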
# BaF3 parental = reduces parental Ba/F3 cell viability, JAK2V617F counter-screen; CellTiter-Glo ATP luminescence; inhibition, % at 5.6 µM; 220,000 compounds, 1.1% hits; AID 1486;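 active = inhibition above a per-campaign cutoff, the mean inhibition of all tested compounds plus 3 SD, cut at about 27% in these data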;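 also: 0% = DMSO wells and 100% = JAK Inhibitor I control wells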
# RBBP9 inh = blocks human serine hydrolase RBBP9; 220,000 compounds, 0.2% hits; O75884; inhibition, % at 7.94 µM; recombinant RBBP9, FP-Rh probe fluorescence polarization;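 active = inhibition above the campaign mean of all tested compounds plus 3 SD, cut at about 14% in these data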;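 also: plate controls were DMSO wells with RBBP9 for no effect and wells lacking RBBP9 protein for full effect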
# Target sequence (O75884 whole entry, looked up): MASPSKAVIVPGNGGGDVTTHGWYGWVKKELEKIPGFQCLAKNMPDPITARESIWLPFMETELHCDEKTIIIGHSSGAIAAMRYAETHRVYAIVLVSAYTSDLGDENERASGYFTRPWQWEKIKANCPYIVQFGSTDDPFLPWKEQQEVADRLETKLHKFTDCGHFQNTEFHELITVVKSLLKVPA
#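 Material: RBBP9 protein. Amount: RBBP9 at 2.5 µM in dispensed solution, before mixing. Schedule: 30 min then 45 min, 25 °C. Medium: Tris buffer pH 8.0, NaCl, Pluronic. Measured by: fluorescence polarization. Measure: percent inhibition from mP, scaled between DMSO and no-protein wells. Replication: one well per compound.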
# EP2 antag = EP2 receptor (human) inhibition. P43116. C6 glioma cells expressing human EP2, cAMP TR-FRET; cells stimulated with saturating PGE2. inhibition, % at 25 µM. 260,000 compounds, 0.52% hits. AID 1422;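 active = percent inhibition above 40 after rounding to a whole number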;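 also: rat C6 glioma host cells with rolipram phosphodiesterase inhibitor present; the protocol text gives 20 µM as final concentration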
# PPC-1+TRAIL kill = PPC-1 cancer cell killing with TRAIL present; PPC-1 cells + TRAIL, ATPLite viability luminescence; cell killing (% activity), % at 4 µM; 220,000 compounds, 0.41% hits;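 active = cell killing above 50% in the first pass at 4 µM, then a duplicate retest at 5 µM averaging 50% or more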;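 also: plate controls were cells with TRAIL plus DMSO for no effect and medium-only wells lacking cells for full effect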
# p47phox inh = inhibitors of human p47phox binding | P14598 | p47phox/p22phox peptide binding, fluorescence polarization, 2 h | inhibition, % at 24.7 µM | 220,000 compounds, 0.53% hits;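 active = inhibition above about 30%, limit read from the data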;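 also: 0% = p47phox with labelled peptide and 100% = labelled peptide alone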
# * = called active by the depositor; nt = not tested or not shown; & = joins results of further samples; [ ] = another dose, or the depositor's remark. A portion of the library. The share of hits here may be higher or lower than overall.
1	Cc1ccc(CN2CCN(CC(=O)N/N=C/c3ccc(C)o3)CC2)cc1
2	COc1ccc(OC)c(C2Nc3c(Cl)ccc(C(=O)O)c3C3C=CCC32)c1 (stereo unspecified)
3	C/C(CC(=O)Nc1cccc(Cl)c1C)=N\NC(=O)Cc1csc(N)n1
4	CC(C)(C)OC(=O)NNC(=O)c1cccs1
5	COc1cc(NC(C)=O)ccc1-c1cc2ccccc2oc1=O
6	CC(Sc1n[nH]c(N)n1)C(=O)Nc1cccc(S(=O)(=O)N2CCOCC2)c1 (stereo unspecified)
7	CCOc1ccc(N2C(=O)CC(Sc3nc(C)cc(C)c3C#N)C2=O)cc1 (stereo unspecified)
8	Cc1cc(N(CCO)CCO)nc(-n2nc(C)cc2C)n1
assay / compound,1,2,3,4,5,6,7,8
Furin inhibitor,-16.5,-17.0,-14.7,-13.5,-7.2,-22.4,-18.5,-37.8[20 µM]
BaF3 parental,-2.5,0.9,3.0,0.7,0.9,8.7,0.2,-0.3
RBBP9 inh,-2.7,-1.9,-5.1,1.4,-5.3,-8.9,-5.6,-2.4
PPC-1+TRAIL kill,4.2,14.6,12.7,28.7,nt,13.3,15.5,14.2
Ba/F3 V617F tox,4.5,2.1,-2.0,-3.8,1.4,-0.7,0.1,-3.0
p47phox inh,7.6,4.6,2.7,-10.0,11.3,-9.9,-20.2,-3.6
TbHK1 inh,-25.3,11.4,-3.8,1.3,-14.9,-0.7,-5.2,0.2
p97 inhibitor,-4.6,-1.9,0.4,8.1,-0.8,6.1,6.6,8.9
EP2 antag,8.3,3.8,-0.1,8.2,14.4,4.7,21.9,8.4

# Single records (already shown). Values in the order: Furin inhibitor	BaF3 parental	RBBP9 inh	PPC-1+TRAIL kill	Ba/F3 V617F tox	p47phox inh	TbHK1 inh	p97 inhibitor	EP2 antag
# CCOc1ccc(N2C(=O)CC(Sc3nc(C)cc(C)c3C#N)C2=O)cc1 (stereo unspecified) reads -18.5	0.2	-5.6	15.5	0.1	-20.2	-5.2	6.6	21.9
# COc1ccc(OC)c(C2Nc3c(Cl)ccc(C(=O)O)c3C3C=CCC32)c1 (stereo unspecified) reads -17.0	0.9	-1.9	14.6	2.1	4.6	11.4	-1.9	3.8

# The results go on:
9	COc1ccc(NC(=O)CSc2n[nH]c(N)n2)cc1OC
10	CC1(C)Cc2c(c(-c3ccco3)nc3sc4c(NCCO)ncnc4c23)CO1
11	COc1ccccc1/C=C/C=N/NC(=O)Cc1cccs1
12	CCSc1nnc(NC(=O)CSc2nnc(CNC(=O)c3ccc(OC)c(OC)c3)o2)s1
13	O=C1CCC/C(=N\NC(=O)c2ccc(COc3ccccc3-c3ccccc3)cc2)C1
14	Cc1ccc(N(CCCCN2C(=O)c3ccccc3C2=O)C(=O)c2cccc([N+](=O)[O-])c2)cc1
15	CN(C)CCN1C(=O)C(O)=C(C(=O)c2ccco2)C1c1ccccc1F (stereo unspecified)
16	C=CCCCCCCCCc1nc(SCC(C)=O)n[nH]1
assay / compound,9,10,11,12,13,14,15,16
Furin inhibitor,-30.5,-26.8,-1.8,-11.4,-4.2,-6.4,-19.1[20 µM],-16.1
BaF3 parental,7.4,9.7,7.0,5.7,2.0,9.6,1.5,-6.8
RBBP9 inh,2.5,-3.7,1.5,1.0,-17.7,-6.9,-6.7,8.2
PPC-1+TRAIL kill,29.1,16.9,10.8,3.7,9.6,-7.7,4.6,5.4
Ba/F3 V617F tox,0.0,3.4,0.1,-3.6,-4.4,2.1,-2.8,2.3
p47phox inh,-5.3,-17.3,-5.3,-9.3,-13.0,-7.5,-22.4,-4.8
TbHK1 inh,-2.2,-21.2,-43.8,-0.2,-15.6,2.7,-22.6,1.0
p97 inhibitor,3.5,3.8,-1.4,5.0,-0.9,-3.6,0.2,-0.6
EP2 antag,2.0,4.5,8.2,4.2,8.0,5.5,12.5,5.2

# Just PPC-1+TRAIL kill, p97 inhibitor and EP2 antag (four entries from above):
no. | structure | PPC-1+TRAIL kill | p97 inhibitor | EP2 antag
10 | CC1(C)Cc2c(c(-c3ccco3)nc3sc4c(NCCO)ncnc4c23)CO1 | 16.9 | 3.8 | 4.5
11 | COc1ccccc1/C=C/C=N/NC(=O)Cc1cccs1 | 10.8 | -1.4 | 8.2
12 | CCSc1nnc(NC(=O)CSc2nnc(CNC(=O)c3ccc(OC)c(OC)c3)o2)s1 | 3.7 | 5.0 | 4.2
13 | O=C1CCC/C(=N\NC(=O)c2ccc(COc3ccccc3-c3ccccc3)cc2)C1 | 9.6 | -0.9 | 8.0

# Additional compounds follow:
17	CCc1nnc(NC(=O)CN2CCOCC2)s1
18	Cc1ccc2[nH]c(=O)c(-c3nc4c(C)cccn4c3NCc3ccco3)cc2c1
19	Cc1cc(C)nc(Oc2ccc([N+](=O)[O-])cc2)n1
20	Cn1cccc1CC(=O)N/N=C\c1c2ccccc2cc2ccccc12
21	CCN1C=C(Cc2cccs2)C2=C(C1)C(c1cccs1)C(C#N)=C(N)O2 (stereo unspecified)
22	Cc1ccc(N=CC2=C(O)CC(C)(C)CC2=O)nc1
23	COc1ccc(-c2nnc(SCC(=O)c3cc(C)n(Cc4cccs4)c3C)o2)cc1
24	CCNC(=O)CN1C(=O)NC(CCc2ccccc2)C1=O (stereo unspecified)
assay / compound,17,18,19,20,21,22,23,24
Furin inhibitor,-22.0,-7.4,-15.1,-14.9[20 µM],-17.5,17.5[20 µM],-18.0[20 µM],-21.6[20 µM]
BaF3 parental,3.8,-0.1,2.8,1.2,4.6,3.0,1.7,6.5
RBBP9 inh,-6.3,-8.1,5.5,8.0,-1.3,-6.5,-11.4,-5.5
PPC-1+TRAIL kill,0.6,15.3,-1.4,16.5,-0.5,1.5,5.5,11.5
Ba/F3 V617F tox,-1.5,-0.8,-3.7,-3.2,-0.1,4.2,-0.2,-2.1
p47phox inh,-2.0,7.7,-3.9,-19.9,-25.4,-6.5,4.7,-0.3
TbHK1 inh,8.7,-4.4,0.5,-7.5,-9.4,-19.9,2.7,0.4
p97 inhibitor,4.8,-0.1,6.2,12.6,4.1,-8.0,-1.5,0.2
EP2 antag,7.7,23.6,9.5,10.2,7.3,14.0,9.8,8.2

25	COC(=O)COc1ccc(Cl)cc1C1Nc2ccccc2C(=O)N1c1ccc(OC)cc1 (stereo unspecified)
26	O=C(O)c1ccc(Cl)c(N2C(=O)Nc3ccccc3N2O)c1
27	CCOC(=O)Oc1ccc(C(=O)OCCCN(C)C)cc1OC
28	CCCCOc1ccccc1C(=O)NCCCC(=O)O
29	Cc1cc(C(C)(C)C)ccc1OCCN1CCCC1
30	CCOC(=O)C1C(c2ccccc2)C(C(=O)OCC)S(=O)(=O)C(CCN(CC)CC)S1(=O)=O (stereo unspecified)
31	Cc1sc2ncn(CC(=O)N3CCCCC3)c(=O)c2c1C
32	CC(=O)c1ccc(NCCC(=O)c2ccccc2)cc1
assay / compound,25,26,27,28,29,30,31,32
Furin inhibitor,-18.3[20 µM],-19.0,-20.0,-14.4[20 µM],-10.8[20 µM],-15.9,-12.7,-9.4
BaF3 parental,-2.6,1.5,-0.1,-1.0,2.2,2.6,4.4,7.5
RBBP9 inh,-0.6,5.9,-8.4,-11.9,-6.8,-1.2,1.0,-2.1
PPC-1+TRAIL kill,-12.1,13.7,15.1,-23.1,18.0,-1.8,-0.5,31.5
Ba/F3 V617F tox,-3.3,-0.3,-2.0,-4.2,2.5,-3.0,7.6,0.4
p47phox inh,-11.1,9.0,-9.9,-2.7,-6.0,2.7,-7.2,-2.0
TbHK1 inh,-9.9,-7.6,2.2,-8.5,-2.1,2.3,8.4,-17.4
p97 inhibitor,6.8,4.1,3.4,1.9,-6.5,1.8,-5.7,4.1
EP2 antag,23.5,14.4,1.7,11.0,14.2,4.3,7.0,5.5

# Brought forward from above: 2 entries; new compounds follow.
31	Cc1sc2ncn(CC(=O)N3CCCCC3)c(=O)c2c1C
32	CC(=O)c1ccc(NCCC(=O)c2ccccc2)cc1
33	CCn1c(=O)cc(SCC(=O)N2CCCCC2)c2ccccc21
34	CC(C)Oc1ccc(C(=O)Nc2nnc(SCC(=O)N3CCOCC3)s2)cc1
35	Cc1nn(C)c(Cl)c1C(=O)NCC(=O)O
36	Cc1ccc(N)cc1CN1CCCC1=O
37	O=C(NC(N1CCOCC1)C(Cl)(Cl)Cl)c1ccc(Br)cc1 (stereo unspecified)
38	COCCn1c(-c2ccc(Cl)cc2)cnc1SCC(=O)NCc1cccs1
39	Cc1ccc2nc(SC(C)C(=O)N3CCCCC3)[nH]c2c1 (stereo unspecified)
40	CCN(C(=O)CSc1nnc2ccccn12)C1CCS(=O)(=O)C1 (stereo unspecified)
assay / compound,31,32,33,34,35,36,37,38,39,40
Furin inhibitor,-12.7,-9.4,-8.2,-15.5,-15.9,-22.3,-11.3,-14.2,-20.2,-27.8
BaF3 parental,4.4,7.5,1.9,4.8,-2.6,2.1,4.9,7.9,9.4,8.2
RBBP9 inh,1.0,-2.1,-3.5,-6.6,-3.0,-4.9,3.9,-8.3,1.4,0.3
PPC-1+TRAIL kill,-0.5,31.5,9.2,93.6*,14.0,12.3,14.6,17.4,14.6,12.3
Ba/F3 V617F tox,7.6,0.4,-0.8,-0.8,-1.9,-4.1,3.0,2.4,1.5,2.5
p47phox inh,-7.2,-2.0,3.2,-3.1,3.4,6.6,-3.9,-12.8,-10.8,-7.9
TbHK1 inh,8.4,-17.4,8.9,-22.4,-1.2,-1.1,-1.4,-0.2,-2.1,-11.3
p97 inhibitor,-5.7,4.1,10.8,-2.1,4.7,7.5,0.5,-6.6,1.8,4.2
EP2 antag,7.0,5.5,10.4,6.6,1.6,6.0,-0.3,11.5,10.5,6.3

41	CN(C(=O)CSc1nc2cc([N+](=O)[O-])ccc2n1-c1ccc(F)cc1)C1CCS(=O)(=O)C1 (stereo unspecified)
42	CCOc1nc(CC(C)C)c2c(c1C#N)CC(C)(C)OC2
43	NC(=S)n1[nH]c(-c2ccccc2)c(N=Nc2ccccc2C(=O)N2CCOCC2)c1=O
44	O=C(Nc1ccccc1F)c1ccc(Cn2cc(Cl)cn2)cc1
45	CC1(C)CC(C(CC(=O)N2CCCC2)Cc2ccccc2)CCO1 (stereo unspecified)
46	O=C(/C=C/c1ccc(Br)o1)Nc1nnc(C2CC2)s1
47	CCn1c(-c2ccccc2)c[nH]c1=S
48	O=C(NC(=S)Nc1ccc(Cl)cc1)c1ccccc1
49	CCN(CC)C(=O)c1cc2c(=O)c3cc(F)ccc3oc2nc1C
50	Nc1nnc(SCn2nnc3ccccc3c2=O)s1
51	CC(C)C(NC(=O)OCc1ccccc1)C(=O)N1CCOCCOCCOCC1 (stereo unspecified)
assay / compound,41,42,43,44,45,46,47,48,49,50,51
Furin inhibitor,-20.1,-14.9,-13.1,-23.6,4.4,-3.7,-25.1[20 µM],-19.7,-10.5,-24.8,-31.0
BaF3 parental,7.9,-4.8,10.1,5.2,-3.9,-0.3,5.2,-3.1,-1.7,0.6,1.3
RBBP9 inh,4.1,-6.3,2.8,-5.7,-0.5,-10.4,-6.1,-7.0,-4.3,-12.9,2.2
PPC-1+TRAIL kill,21.7,-12.9,2.2,nt,20.9,9.9,8.2,21.7,2.8,24.1,-0.1
Ba/F3 V617F tox,2.6,0.4,-0.3,-0.9,-2.0,-2.8,-1.1,4.9,-2.5,-4.7,-2.4
p47phox inh,11.6,0.7,-5.4,0.4,-2.6,-74.0,-5.9,-6.2,-7.6,-11.1,4.2
TbHK1 inh,-14.7,-12.8,-12.5,-2.1,-11.8,3.3,3.2,-10.9,-11.7,-3.5,-3.1
p97 inhibitor,-0.4,-0.9,4.4,1.8,4.1,8.1,4.3,1.3,0.8,3.3,3.7
EP2 antag,14.9,5.8,8.6,4.2,2.9,11.7,9.3,12.8,5.8,2.3,9.4&17.3

# Compound activity deposited in PubChem by several laboratories.
